Source: PubChem BioAssay (Sanford-Burnham Center for Chemical Genomics)
Apaf1 inhib: inhibitors of human Apaf-1 apoptosome, primary screen, biochemical, DEVD-Rh110 fluorescence, uHTS | reconstituted apoptosome caspase-3 activity | inhibition, % at 20 µM | 330,000 compounds, 0.71% hits; active = inhibition of at least 40% at 20 µM;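 note: plate controls were DMSO wells for no effect and DEVD-CHO caspase inhibitor wells for full effect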
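System: Apoptosome proteins | Medium: Hepes pH 7.5 with detergent and BSA | Also added: Cytochrome c trigger plus (Z-DEVD)2-Rh110 caspase-3 substrate | Incubation: 30 min compound preincubation, 50 min activation, room temperature | Detection: Rhodamine 110 fluorescence at Ex 480/Em 540 nm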
697 NFkB inh: inhibitors of PMA/ionomycin-induced NF-kB reporter, 697 cells, primary screen, B-cell NF-kB inhibitor project, cell-based, luminescence, uHTS. 697 B-cell NF-kB luciferase reporter, 16 h. inhibition, % at 4 µM. 330,000 compounds, 0.33% hits. AID 435022, 2010; in the data active = inhibition above about 35%
SENP7 inh: SENP7 protease inhibitors, primary screen, biochemical, luminescence, uHTS | inhibition, % at 5 µM | AID 434973, 2010 | 330,000 compounds, 1.5% hits | recombinant SENP7, Z-RLRGG-aminoluciferin luminescence, 40 min | Sentrin-specific protease 7 (Homo sapiens), Q9BQF6;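 active = inhibition above about 50% at the single test dose, limit read from the data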;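 note: plate controls were DMSO with enzyme for no effect and no enzyme buffer wells for full effect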
Target sequence (Q9BQF6 706-1050 limits assumed): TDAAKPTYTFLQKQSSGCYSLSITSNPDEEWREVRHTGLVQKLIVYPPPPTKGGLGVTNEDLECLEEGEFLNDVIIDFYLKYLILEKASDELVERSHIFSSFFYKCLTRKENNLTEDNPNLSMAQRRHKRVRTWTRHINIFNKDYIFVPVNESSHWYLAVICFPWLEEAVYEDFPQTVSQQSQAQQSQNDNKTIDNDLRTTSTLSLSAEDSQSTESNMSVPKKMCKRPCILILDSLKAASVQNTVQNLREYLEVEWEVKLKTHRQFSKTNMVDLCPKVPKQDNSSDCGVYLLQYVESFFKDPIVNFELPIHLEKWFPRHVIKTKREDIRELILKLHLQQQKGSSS
UBC13 inh: UBC13 polyubiquitin chain formation inhibitors, primary screen, biochemical, TR-FRET, uHTS; 330,000 compounds, 0.47% hits; inhibition, % at 20 µM; Ubiquitin-conjugating enzyme E2 N (Homo sapiens), P61088; in the data active = inhibition above about 45%, passing the limit was not always enough
Target sequence (P61088 whole entry, looked up): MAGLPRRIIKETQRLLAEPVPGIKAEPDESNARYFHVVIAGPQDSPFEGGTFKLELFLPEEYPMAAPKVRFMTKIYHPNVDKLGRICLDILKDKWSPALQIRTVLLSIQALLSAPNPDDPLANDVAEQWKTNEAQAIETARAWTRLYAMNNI
SENP8 block: SENP8 protease inhibitors, primary screen, biochemical, luminescence. Sentrin-specific protease 8 (Homo sapiens), Q96LD8. 330,000 compounds, 1.2% hits. purified SENP8, Z-RLRGG-aminoluciferin cleavage. inhibition, % at 10 µM
Target sequence (Q96LD8 whole entry, looked up): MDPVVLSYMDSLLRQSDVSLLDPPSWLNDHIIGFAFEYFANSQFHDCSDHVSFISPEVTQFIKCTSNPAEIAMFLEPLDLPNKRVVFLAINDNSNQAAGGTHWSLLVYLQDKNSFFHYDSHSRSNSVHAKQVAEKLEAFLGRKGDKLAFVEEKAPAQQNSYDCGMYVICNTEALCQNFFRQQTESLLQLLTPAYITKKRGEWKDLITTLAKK
Gli-Sufu block: Gli-Sufu pathway antagonists, primary screen, luciferase luminescence, Sufu-KO-LIGHT cells, uHTS | AID 588413, 2011 | inhibition, % at 5 µM | Sufu-KO-LIGHT fibroblasts, Gli luciferase reporter luminescence | 340,000 compounds, 0.74% hits;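 active = inhibition above about 55%, limit read from the data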;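 note: 0% = DMSO-treated cells and 100% = wells with medium but no cells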
HKDC1 inh: HKDC1 hexokinase inhibitors, primary screen, biochemical, fluorescence, uHTS; recombinant HKDC1, G6PDH/diaphorase resazurin coupled fluorescence; inhibition, % at 20 µM; 340,000 compounds, 0.16% hits;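 active = inhibition above about 35% when tested at 20 µM, limit read from the data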;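 note: plate controls were DMSO wells with enzyme for no effect and DMSO wells lacking enzyme for full effect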
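Assay system – recombinant HKDC1 (HK5) hexokinase enzyme, produced in-house · Input – HKDC1 at 5 µg/mL · Reagent – glucose plus 1 mM ATP as hexokinase substrates · Timing – 90 min reaction incubation at room temperature, dark · Measured by – G6PDH/diaphorase-coupled fluorescence, 1 mM NADP, 100 µM resazurin, 525/613 nm · Benchmarks – DMSO-enzyme wells negative, buffer-substituted wells positive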
Jurkat NFkB inh: inhibitors of induced NF-kB luciferase reporter, primary screen, TCR NF-kB activation inhibitor project, cell-based, luminescence, uHTS | Jurkat, PMA/ionomycin-induced NF-kB luciferase reporter | inhibition, % at 4 µM | 330,000 compounds, 0.53% hits | AID 435003, 2010
* marks the source's active call; other numbers are inactive results; i = inactive; nt = not tested or not shown. Cut-off read from the data, not from the text of the source, unless noted: active = inhibition above about 50%; inactive = the rest. Compounds were not picked by outcome. About 3.6% of those tested had a hit in this group.

SMILES	Apaf1 inhib	697 NFkB inh	SENP7 inh	UBC13 inh	SENP8 block	Gli-Sufu block	HKDC1 inh	Jurkat NFkB inh
Cc1nn(C)cc1S(=O)(=O)N1CCCCC1C (configuration not stated)	-6	6	2	7	10	-3	-3	10
CCOc1ccc(S(=O)(=O)N2CCOCC2)cc1NS(=O)(=O)c1ccc(OC)c([N+](=O)[O-])c1	-8	11	8	-4	1	1	-6	14
CN(C)S(=O)(=O)c1cccc(C(=O)NCCNC(=O)c2cccc(S(=O)(=O)N(C)C)c2)c1	6	17	9	4	-1	2	-1	5
O=C(COc1ccccc1[N+](=O)[O-])OCCCOC(=O)COc1ccccc1[N+](=O)[O-]	15	17	2	6	2	3	-5	-6
O=C(CSc1cccc2cccnc12)Nc1cccc(S(=O)(=O)N2CCOCC2)c1	-3	-14	5	12	3	10	1	4
Nc1ccc(C(=O)OCc2nc3cc4ccccc4cc3[nH]2)cc1	12	i	-7	-12	-3	0	-6	-42
CCOc1ccc(OCC)c(S(=O)(=O)n2cc(C)nc2CC)c1	7	4	3	13	-2	5	-6	2
CCOC(=O)c1[nH]c(CO)c(C(=O)OCC)c1C	-1	7	-4	-1	-2	-17	-4	-9
Cc1ccc(CN(C)C(=O)c2cccc(S(=O)(=O)N3CCc4ccccc4C3)c2)o1	25	-5	4	8	-4	14	-2	-4
COCCCNC(=O)/C(C#N)=C/c1c(N2CCN(C)CC2)nc2ccccn2c1=O	-4	-24	6	-1	5	1	2	-33
CCOC(=O)C1CCCN(C(=O)c2cn(C)c3ccc(S(=O)(=O)N4CCCC4)cc3c2=O)C1 (configuration not stated)	-3	13	5	-6	1	-1	-4	12
O=C(O)CN1C(=O)/C(=C/c2cccc(Cl)c2)Oc2ccccc21	11	2	5	6	-6	-10	3	4
CC1(C)Cc2c(C#N)c(NC3CCCCC3)nc(-c3ccco3)c2CO1	8	1	6	-22	-4	nt	nt	-2
Cc1onc(-c2ccccc2)c1C(=O)NCC1COc2ccccc2O1 (configuration not stated)	-5	-3	3	-2	-5	-3	-2	19
O=C(NCCN1C(=O)C2C3C=CC(C3)C2C1=O)N1CCOCC1 (configuration not stated)	2	-2	-16	10	-10	-13	-7	9
COc1ccccc1C(=O)NCC(=O)NC(C)CCc1ccccc1 (configuration not stated)	-12	24	-6	6	-4	-7	-2	11
CCN(CC)c1nc2ccccc2n2cnnc12	12	-3	-8	-13	1	-7	-2	-7
O=C(NC(=S)NC1CCSC1=O)c1ccccc1 (configuration not stated)	-6	5	-16	-5	-6	-3	-11	-2
COC(=O)c1cc(OC)c(OC)cc1NC(=O)CSCc1c(C)noc1C	-9	15	-3	11	2	3	0	-3
COc1ccc(-c2cc3ccc(OC(C)C(=O)O)cc3oc2=O)cc1 (configuration not stated)	-1	-65	8	14	-14	-2	-4	-29
O=C(CSc1ncn(-c2ccccc2)n1)Nc1nncs1	-14	18	8	8	-2	0	-4	12
CSc1nc(SC(C)C(=O)O)c2c3c(sc2n1)COC(C)(C)C3 (configuration not stated)	-15	-17	4	29	6	8	14	4
N=C1C(c2ccccc2)=C(O)CN1NC(=O)c1ccc(Cl)cc1	-5	11	4	1	-2	-1	3	6
O=C(O)C1C2C=CC(O2)C1C(=O)NC1CCCc2ccccc21 (configuration not stated)	6	5	3	-2	7	-65	-5	-3
O=c1[nH]c2cc3c(cc2cc1C(c1nnnn1C1CCCC1)N1CCSCC1)OCCO3 (configuration not stated)	17	5	0	0	-11	-6	-9	4
CC(C)(C)C1CCC(C(=O)Nc2ccccc2)CC1 (configuration not stated)	23	-8	1	-10	3	-1	2	-4
O=c1c2c(nc3nc[nH]n13)CCC2	6	0	-5	-4	4	-30	1	3
C/C(=N/OCc1ccc(Br)cc1)c1ccccn1	14	-153	91*	-12	82*	-124	-6	-119
C/C(=C\C(=O)O)C(=O)Nc1nccs1	5	-2	-3	-8	-1	3	-3	-14
CCOCCOC(=O)c1ccc(NC(=O)C2COc3ccccc3O2)cc1 (configuration not stated)	6	-4	-19	-1	-9	-10	1	-8

The final three compounds of the part before open the next one:
SMILES	Apaf1 inhib	697 NFkB inh	SENP7 inh	UBC13 inh	SENP8 block	Gli-Sufu block	HKDC1 inh	Jurkat NFkB inh
C/C(=N/OCc1ccc(Br)cc1)c1ccccn1	14	-153	91*	-12	82*	-124	-6	-119
C/C(=C\C(=O)O)C(=O)Nc1nccs1	5	-2	-3	-8	-1	3	-3	-14
CCOCCOC(=O)c1ccc(NC(=O)C2COc3ccccc3O2)cc1 (configuration not stated)	6	-4	-19	-1	-9	-10	1	-8
COc1ccc(S(=O)(=O)N(C)C)cc1NC(=O)COC(=O)C1CC1	-11	-6	-7	-8	-2	4	3	-6
Cc1ccnc2nc(C(=O)Nc3nnc(-c4ccc(Cl)cc4)o3)nn12	-4	11	-6	-8	-2	8	8	9
COC(=O)c1ccc(C2C(C(=O)c3ccco3)=C(O)C(=O)N2CC2CCCO2)cc1 (configuration not stated)	-1	10	1	1	-1	-22	5	6
CCCCNC(=O)CSc1nc2ccc(NC(=O)CSc3nnc(COc4ccccc4C)n3C)cc2s1	17	3	-12	-8	-9	-13	1	-1
Cc1ccc(S(=O)(=O)N2CCC(C(=O)NCCCN3CCCC3=O)CC2)cc1	11	21	-3	-5	-14	8	-6	-5
Cc1cccc(-n2c(O)c(C=Nc3ccc(O)cc3)c3ccccc3c2=O)n1	-8	19	-1	-12	-3	11	10	0
CCN(CC)C(=O)Cc1c(O)c2ccccc2[nH]c1=O	2	1	-6	0	-2	-1	-4	9
Cn1nnnc1SCC(=O)NCc1ccco1	-7	7	3	-1	-4	-2	-1	-1
CCOC(=O)c1cccc(NC(=O)CCc2nc(-c3ccc(C)cc3)no2)c1	-7	18	-10	11	2	-5	-1	-6
CC(=O)Nc1ccc(NC(=O)c2nc(S(=O)(=O)Cc3cccc(C)c3)ncc2Cl)cc1	6	-50	-1	45*	0	36	3	37
CCN(CC)CCN(C(=O)c1cc2c(ccc3ccccc32)oc1=O)c1nc2cc3c(cc2s1)OCCO3	15	-93	-11	24	-4	28	9	-74
CCOC(=O)C(C)Sc1nnc(-c2ccccc2O)n1Cc1ccccc1 (configuration not stated)	5	9	8	4	4	2	-3	-12
O=C(N/N=C/c1ccc(OC(=O)c2ccccc2)cc1)c1cccnc1	3	12	12	2	16	-1	4	8
Cc1c(Br)cnn1C(C)C(=O)N1CCN(c2ccc(F)cc2)CC1 (configuration not stated)	11	-8	-10	-9	-7	3	-5	-7
CC1=CC(c2ccccc2)n2nc(N3C(=O)CCC3=O)nc2N1 (configuration not stated)	-9	2	7	9	-1	4	-1	13
C[C@H](CO)N1C[C@H](C)[C@@H](CN(C)Cc2ccc(-c3ccccc3)cc2)Oc2c(NS(=O)(=O)c3ccccc3)cccc2C1=O	20	10	3	18	6	18	0	22
COc1ccc(C(C#N)N2CCCCCC2)cc1OC (configuration not stated)	-3	-10	-2	-6	12	-4	-2	-22
COCCCNC(=S)Nc1ccc(C)cc1	0	-8	8	-6	-8	-4	0	-20
Cc1ccc(C)c(CN2CCC(CNC(=O)Nc3ccc(C)c(C)c3)CC2)c1	4	-6	1	5	13	-3	-2	17
COc1ccc(-c2noc(CSc3nnc(Cc4ccccc4)n3-c3ccc(Cl)cc3)n2)cc1	30	8	6	2	-3	5	11	12
Cc1nn(C)c(C)c1CN(C(=O)CCc1nnc(Cc2c[nH]c3ccccc23)o1)C(C)C	-6	19	5	-4	2	-3	-8	-4
O=C(CC1SC2=NCCN2C1=O)Nc1ccc(Br)cc1 (configuration not stated)	0	5	-7	-11	-9	-1	-7	6
NC(=O)CSc1nc2ccccc2n1-c1ccccc1	-18	7	4	6	-2	-9	-6	-6
Cc1c(C(=O)O)c(C(=O)O)nc2ccc(N3CCOCC3)cc12	-2	14	4	6	8	nt	nt	24
COc1cc(C(=O)Nc2ccccc2N2CCOCC2)ccc1OCc1c(C)noc1C	10	13	3	-11	-13	10	-1	8
O=C(NCCc1csc(-c2cccnc2)n1)c1c(F)cccc1F	5	4	-3	-10	-7	-7	-6	5
Cc1ccccc1C(=O)Oc1ccc2ccc(O)cc2c1	13	-68	59*	-2	59*	-23	8	-125
O=C(NC1CCCCC1)C(c1cccs1)N(CC1CCCO1)C(=O)c1csnn1 (configuration not stated)	11	17	13	2	3	-2	-9	-9
O=C(NCc1ccccn1)c1cccc([N+](=O)[O-])c1	-11	14	-6	-6	-11	1	-8	-21
CCC(C)(C)C1CCC2(CC1)NC(=O)N(CC(=O)N1CCN(C(=O)c3ccco3)CC1)C2=O (configuration not stated)	-8	10	4	9	-1	-11	-5	6

Continued (two carried over from the part before).
SMILES	Apaf1 inhib	697 NFkB inh	SENP7 inh	UBC13 inh	SENP8 block	Gli-Sufu block	HKDC1 inh	Jurkat NFkB inh
O=C(NCc1ccccn1)c1cccc([N+](=O)[O-])c1	-11	14	-6	-6	-11	1	-8	-21
CCC(C)(C)C1CCC2(CC1)NC(=O)N(CC(=O)N1CCN(C(=O)c3ccco3)CC1)C2=O (configuration not stated)	-8	10	4	9	-1	-11	-5	6
OC(CN1CCC(Cc2ccccc2)CC1)C(F)(F)F (configuration not stated)	10	-24	-11	-3	-6	5	-2	-5
O=S(=O)(c1ccc(-c2csc(-c3cccnc3)n2)cc1)N1CCOCC1	20	-8	-7	3	-15	1	-2	-7
CCN(CC(=O)NCc1ccc(Cl)cc1)S(=O)(=O)c1ccc(F)cc1	8	-1	3	14	2	-2	-2	-6
COc1cccc(CN2C(=O)C3CCCN3c3ccc(S(=O)(=O)N4CCOCC4)cc32)c1 (configuration not stated)	15	14	0	6	1	nt	nt	-7
COC(=O)c1ccc(C(=O)OC)c(NC(=S)N2CCN(C)CC2)c1	-1	-3	2	-10	3	24	-6	-10
O=C(NCc1ccccn1)c1ccc(Cl)c(S(=O)(=O)N2CCCCCC2)c1	13	-6	2	-3	-3	6	-1	-2
Cc1ccc(S(=O)(=O)n2cnc3ccccc32)cc1[N+](=O)[O-]	-23	6	0	2	10	3	-6	-2
CCOC(=O)c1c(NC(=O)COc2ccccc2C#N)sc2c1CC(C)(C)NC2(C)C	7	-11	-12	76*	-5	29	3	21
CN(C)c1nc(-c2ccccc2)ns1	-15	-19	3	2	-7	-18	2	-21
Cc1ccc(NC(=O)NC(=O)CN2CCN(c3ccc(O)cc3)CC2)c(C)c1	10	-41	-2	-5	-11	20	11	-7
Cn1c(=O)c2c(nc(N/N=C/c3ccco3)n2C)n(C)c1=O	-1	9	5	-19	-1	35	-2	1
N#CCN1CCC/C1=C\[N+](=O)[O-]	-10	2	19	-10	-4	-4	-10	13
COCCCNC(=O)CCc1nnc(Cc2ccc(-c3ccccc3)cc2)o1	1	1	3	8	-4	6	1	-16
O=S(=O)(Nc1nc(-c2ccccc2)cs1)c1cc(Cl)ccc1Cl	-14	8	6	-6	5	-8	6	9
Cc1ccc(C)c(NC(=S)N/N=C2/CCCCc3ccccc32)c1	23	0	-5	-25	-5	6	-38	-2
COc1ccc(CC(=O)NC2CCN(Cc3nnnn3C(C)(C)C)CC2)cc1OC	18	15	-3	-4	-3	2	-7	-2
CSc1nnc2c(n1)c(C)nn2-c1cccc(C)c1	0	-37	0	-17	-5	-20	5	-29
